D2 antag – antagonists of human D2 dopamine receptor. P14416. actives 2% (n = 340,000). inhibition, % at 10 µM. HEK293 TREx D2 cells, calcium flux, dopamine EC80; in the data active = inhibition above about 30%; also: 0% is about no effect
Target sequence (P14416 whole entry, looked up): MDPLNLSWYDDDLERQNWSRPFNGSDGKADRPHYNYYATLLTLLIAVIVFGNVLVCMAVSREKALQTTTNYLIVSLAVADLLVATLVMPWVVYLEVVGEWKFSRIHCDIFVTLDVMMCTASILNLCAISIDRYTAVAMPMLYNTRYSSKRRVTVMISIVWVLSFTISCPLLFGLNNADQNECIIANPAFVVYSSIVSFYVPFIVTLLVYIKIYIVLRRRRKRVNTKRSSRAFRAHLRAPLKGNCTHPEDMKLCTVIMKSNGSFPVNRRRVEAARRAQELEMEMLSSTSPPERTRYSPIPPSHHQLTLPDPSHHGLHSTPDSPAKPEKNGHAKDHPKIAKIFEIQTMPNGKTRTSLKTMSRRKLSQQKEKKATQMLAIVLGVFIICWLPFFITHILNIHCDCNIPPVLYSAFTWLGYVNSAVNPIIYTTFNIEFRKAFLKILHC
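Cells plated overnight at 30 C with tetracycline; no-wash calcium dye, 30–90 min RT; 10 s baseline; compound pinned; 180 s read; EC80 dopamine added; another 180 s read.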
D2 ag – agonists of human D2 dopamine receptor. P14416. HEK293 T-REx D2 cells, calcium flux agonist mode. activation, % at 2 µM. actives 0.53% (n = 340,000). AID 485358;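 active = activation over 3 SD above normal in the single-dose calcium agonist read, cut at about 30% in these data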; also: 0% is about no effect
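Tetracycline-induced HEK293 Trex cells with D2 receptor force-coupled to calcium signaling, plated overnight at 30 C and loaded with no-wash calcium dye. Calcium flux read kinetically for 180 s after compound addition; responses flag agonists.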
TRHR enhancer – TRH receptor (human) allosteric enhancement | TRHR cells, fluo-8 calcium fluorescence, EC20 TRH enhancement | AID 493056 | P34981 | enhancement, % at 2 µM | actives 0.66% (n = 360,000); in the data active = enhancement above about 30%; also: 0% is about no effect
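Enhancer read-out: after compound pinning and an initial kinetic agonist-mode read, an EC20 of TRH (10 nM final) was injected and fluo-8 calcium signal (Ex 480/Em 530) followed at 1 s/cycle for 100 cycles in TRHR-expressing cells.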
TRHR agonist – activates the human TRH receptor. actives 0.18% (n = 360,000). P34981. TRHR cells, calcium flux fluo-8, FDSS agonist mode. activation, % at 2 µM; in the data active = activation above about 30%; also: 0% is about no effect
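TRHR-expressing cells loaded with fluo-8 calcium dye; 23 nL library compound pin-transferred, kinetic FDSS fluorescence (Ex 480/Em 530) recorded about 180 s for agonist-induced calcium release, before a 10 nM TRH EC20 addition for potentiator mode.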
USP1-UAF1 inh – USP1/UAF1 (human) deubiquitinase inhibition; Potency, µM (top dose mostly 57.1 µM), for the others: at the top dose activity change, negative = inhibition, usual class: inhibitors; AID 743255; O94782; recombinant USP1/UAF1, Ub-Rhodamine cleavage fluorescence; actives 0.23% (n = 390,000); also: potency is read from the fitted curve at half-maximal effect; % is scaled to controls: 0 for no effect and ±100 for the full control effect; nearly all actives have a fitted effect of over 60% in size; inactives centre near -12
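In this screen, compounds sit with the deubiquitinase complex (1nM) for 15 min at room temperature before Ub-Rho is added at 150nM final. Fluorescence rise is then followed for 6 reads every 60 seconds.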
IDH1 R132H inh – human IDH1 R132H inhibition. O75874. IDH1-R132H enzyme, NADPH consumption, diaphorase/resazurin fluorescence. Potency, µM (series often up to 76.6 µM), for inactives: top-dose activity change, negative = inhibition, most hits filed as inhibitors. actives 0.093% (n = 390,000); also: potency is read from the fitted curve at half-maximal effect; % is scaled to controls: 0 for no effect and ±100 for the full control effect; nearly all actives have a fitted effect of over 65% in size
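IDH1-R132H (0.5 ug/mL dispensed) in pH 7.5 Tris buffer was preincubated 30 min with compound, then given a substrate mix of 0.016 mM NADPH and 2 mM alpha-KG for 80 min at room temperature; remaining NADPH was read by diaphorase/resazurin fluorescence.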
TrxR1 substrate – substrates of rat thioredoxin reductase 1 | O89049 | purified TrxR1 substrate turnover, NADPH consumption readout | Potency, µM (titrated, usually from 114 µM), inactives show at the top dose activity change, negative = substrate turnover | actives 0.01% (n = 390,000); also: potency is read from the fitted curve at half-maximal effect; % is scaled to controls: 0 for no effect and ±100 for the full control effect; nearly all actives have a fitted effect of over 50% in size
Target sequence (O89049 whole entry, looked up): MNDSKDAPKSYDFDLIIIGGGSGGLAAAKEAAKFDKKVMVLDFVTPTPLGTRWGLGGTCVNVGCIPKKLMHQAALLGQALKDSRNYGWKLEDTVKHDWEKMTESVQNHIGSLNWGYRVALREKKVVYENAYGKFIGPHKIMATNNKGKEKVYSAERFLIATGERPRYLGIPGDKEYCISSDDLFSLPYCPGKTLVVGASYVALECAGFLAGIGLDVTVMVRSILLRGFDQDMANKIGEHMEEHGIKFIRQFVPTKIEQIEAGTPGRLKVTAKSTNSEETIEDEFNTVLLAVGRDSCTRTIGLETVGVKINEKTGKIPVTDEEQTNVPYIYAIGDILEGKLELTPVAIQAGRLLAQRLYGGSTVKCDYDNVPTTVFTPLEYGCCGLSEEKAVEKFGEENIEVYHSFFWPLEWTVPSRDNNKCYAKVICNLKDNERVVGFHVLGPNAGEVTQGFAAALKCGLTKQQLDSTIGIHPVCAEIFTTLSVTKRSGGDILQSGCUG
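Rat TrxR1, dispensed at 90 nM, was prereduced with 400 uM NADPH (final) for 5 min at ~22 deg C, then incubated with compound 15 min before 400 uM selenite. A first-read NADPH fluorescence drop versus no-compound background flagged substrates.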
Pin1 inhibitor – blocks the human prolyl isomerase Pin1 | Q13526 | Pin1 FP peptide displacement, HiFluor488, 10 min | Potency, µM (highest dose often 115 µM), for the others: top-dose activity, negative = inhibition, usual class: inhibitors | actives 0.009% (n = 390,000); active = well fitted inhibition curve with a large enough effect in the polarisation, with a control signal flat, not every such curve was filed as active; inconclusive = small, poorly fitted or top-dose-only effect, or effect the other way, or a change in a side signal; inactive = no such curve, though single readings can be large or run the other way; the % refers to the polarisation; also: potency is read from the fitted curve at half-maximal effect; % is scaled to controls: 0 for no effect and ±100 for the full control effect
Target sequence (Q13526 whole entry, looked up): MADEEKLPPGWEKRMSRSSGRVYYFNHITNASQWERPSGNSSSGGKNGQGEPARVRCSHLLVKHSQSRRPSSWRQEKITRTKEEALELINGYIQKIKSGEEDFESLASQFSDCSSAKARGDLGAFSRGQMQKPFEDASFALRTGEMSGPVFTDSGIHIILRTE
rTrxR1 inhibitor – blocks rat thioredoxin reductase 1; O89049; recombinant rTrxR1, NADPH fluorescence consumption, selenite substrate; Potency, µM (top dose mostly 114 µM), for inactives: at the highest dose activity change, negative = inhibition, hits mostly inhibitors; actives 1% (n = 390,000); also: potency is read from the fitted curve at half-maximal effect; % is scaled to controls: 0 for no effect and ±100 for the full control effect; nearly all actives have a fitted effect of over 65% in size
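Rat TrxR1 (90 nM in the dispensed reagent) was pre-reduced with 400 uM NADPH for 5 min at room temperature, then incubated with compound for 15 min. After 400 uM selenite was added, NADPH fluorescence (Ex 340/Em 450 nm) was followed for 8 min.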
An asterisk follows results filed as active; ? = inconclusive; / = not tested or not shown; [ ] = dose if it differs, or a comment. Unless noted, calls follow the shape of the dose curve; as a rule, active = well fitted inhibition curve with a large enough effect; inconclusive = small, poorly fitted or top-dose-only effect; inactive = no such curve, though single readings can be large or run the other way. An excerpt; count on the stated rates, not on these rows.

SMILES,IDH1 R132H inh,TrxR1 substrate,TRHR agonist,D2 antag,D2 ag,TRHR enhancer,Pin1 inhibitor,USP1-UAF1 inh,rTrxR1 inhibitor
COc1ccccc1NC(=O)CCCC(=O)OCC(F)(F)C(F)F,2%,12%,-0.3,8,0.0,0,-1%,-23%,27%
COCCCNC(=O)COc1ccc(S(=O)(=O)Nc2ccccc2)cc1,6%,-6%,0.0,9,0.3,-6,0%,-6%,3%[57.1 µM]
COc1cccc(CNC(=O)CCC(=O)N2CC(C)Oc3ccccc32)c1OC (configuration not stated),14%,9%[57.1 µM],-0.1,7,-0.6,-4,-3%,-15%,5%[57.1 µM]
COc1cc(NC(=O)c2ccc(Cl)cc2)c(Cl)cc1NC(=O)c1cccnc1,-1%,21%,0.4,3,-0.5,3,-3%,-23%,10%
COC(=O)CNC(=O)c1c(-c2ccccc2Cl)noc1C,1%,6%[57.1 µM],0.3,5,0.4,5,1%,10%,0%[57.1 µM]
O=C(CN1CCOCC1)N/N=C/C(Br)=C\c1ccccc1,3%,-1%[57.1 µM],0.1,-2,-2.4,-1,-12%,-5%,5%[57.1 µM]
CCOc1ccc(NC(=O)CC(NC(C)=O)c2ccccc2)cc1S(=O)(=O)N1CCCC1 (configuration not stated),-8%,-1%,0.3,22,0.2,-12,3%,-12%,5%
COc1ccccc1CNC(=O)C1CC2Cn3c(nc4ccccc43)C2N1C (configuration not stated),12%,12%,0.1,11,0.3,5,2%,-10%,29%
CC(=O)N1c2ccccc2Oc2cc3ccccc3cc21,11%,5%[57.1 µM],0.3,-6,-0.3,1,3%,-4%,5%[57.1 µM]
Cc1ccccc1CN1CCN(c2ccc(S(=O)(=O)N3CCCC3)cn2)CC1,-2%,11%,-0.2,11,-0.6,-7,-1%,-12%,16%
COc1ccc(-c2ccc(/C=C3/C(=N)N4C(C)=CSC4=NC3=O)o2)c([N+](=O)[O-])c1,7%,-18%,0.4,-9,-0.3,0,95%[activator],-16%,-27%
CCCN(CCC)S(=O)(=O)c1ccc(C(=O)Nc2cc3oc4ccccc4c3cc2OC)cc1,-6%,10%[57.1 µM],0.0,18,1.1,-6,9%,-11%,13%[57.1 µM]
Brc1ccc(-c2nn[nH]n2)cc1,-5%,-2%,-0.5,-4,-1.8,-3,-4%,-14%,19%
Cc1cccc(NC(=O)c2ccoc2C)n1,0%,10%[57.1 µM],0.6,19,0.3,5,11%,-9%,16%[57.1 µM]
CCCCCCC(=O)N(O)C1CC(=O)N(Cc2ccccc2)C1=O (configuration not stated),7%,-3%,-0.6,-18,1.0,-5,31%[activator],-7%,5%

The list goes on:
SMILES,IDH1 R132H inh,TrxR1 substrate,TRHR agonist,D2 antag,D2 ag,TRHR enhancer,Pin1 inhibitor,USP1-UAF1 inh,rTrxR1 inhibitor
CC(=O)c1ccc(-n2cc(C#N)c(=O)[nH]c2=O)cc1,-4%,4%,0.2,14,-2.6,3,0%,-20%,19%
COC(=O)c1ccc(N2CCOCC2)c(F)c1,8%,7%[57.1 µM],0.1,3,0.9,7,2%,-1%,16%
O=C(Nc1ccccc1)c1cc(-n2cnnc2)ccc1Cl,-1%,-6%,-0.4,/,/,4,3%,4%,22%[57.1 µM]
CCOC(=O)C(=COC(=O)c1ccccc1)NC(=O)Cc1ccccc1,2%,7%[57.1 µM],/,/,/,/,10%,1%,?
COCCn1c(SCC(N)=O)nc2c(c1=O)SC(C)C2 (configuration not stated),4%,-5%,0.1,13,0.5,-2,3%,-1%,-4%
Cc1cc(OCc2cc(C(=O)NC3CCC3)no2)cc(C)c1Cl,-8%,2%,-0.4,43*,0.3,5,1%,-21%,18%
CC(SC1=Nc2ccccc2C2CC=NN12)C(=O)NC1(C#N)CCCCC1 (configuration not stated),2%,-9%,0.5,5,44*,0,-2%,-24%,-35%
CCOc1c(Cl)cc(CNC(C)(C)CC(C)(C)C)cc1OC,10%,12%,-0.4,-10,-0.1,-2,-12%,-12%,22%
CCOc1ccc(CCNC(=O)c2cccc(S(=O)(=O)N3CCCC3)c2)cc1OCC,9%,-4%,-1.0,/,/,-1,18%,-26%,6%
Cc1oc2ccc(O)c(CN(C)C)c2c1C(=O)c1ccccc1,1%,-11%,0.4,14,-0.1,4,7%,-19%,-14%
CCCS(=O)(=O)N1CCCC(C(=O)NCCN2CCC(Cc3ccccc3)CC2)C1 (configuration not stated),5%,1%,-0.5,23,7.9,1,2%,-12%,-3%
CC(/C=C1\SC(=S)N(NC(=O)c2ccc(O)cc2)C1=O)=C\c1ccccc1,3%,-8%,-1.0,4,-1.4,3,2%,-17%,-18%
COc1cc(=O)oc(CCC(C)O)c1C (configuration not stated),-5%,-4%,/,/,/,/,-4%,-5%,5%
COc1ccccc1-c1sc2ccccc2c1-c1ccc(Br)nc1,8%,14%,-0.3,8,-0.6,-1,5%,?,29%
CCC1=NN2C(=N)/C(=C\c3ccc(OCCOc4ccc(NC(C)=O)cc4)c(OC)c3)C(=O)N=C2S1,4%,4%[57.1 µM],-0.5,-20,-1.6,11,-1%,-11%,-3%[57.1 µM]

New compounds follow.
SMILES,IDH1 R132H inh,TrxR1 substrate,TRHR agonist,D2 antag,D2 ag,TRHR enhancer,Pin1 inhibitor,USP1-UAF1 inh,rTrxR1 inhibitor
Cn1c(C(=O)N2CCN(c3nc4ccccc4s3)CC2)cc2sccc21,12%,6%,-0.1,19,0.6,0,8%,2%,19%
COC(=O)C(C)(C)c1cccnc1C#N,0%,3%,/,/,/,/,-13%,-20%,7%
Cc1nc(SCC(=O)Nc2cccc(C(=O)O)c2)n[nH]1,-4%,6%,-0.1,2,-0.1,8,-3%,-13%,33%
C=CCn1c(SCc2c(C)noc2C)nc2sc3c(c2c1=O)CCC(C)C3 (configuration not stated),10%,1%,0.0,-20,-0.4,-2,0%,-10%,8%
CCOC(=O)Cn1nc(-c2ccccc2)c2cnc3ccc(OCC)cc3c21,13%,4%,-1.2,/,-1.2,24,1%,-14%,3%
Cc1c(CN(C)C(=O)c2nn(C)cc2[N+](=O)[O-])cnn1C,2%,3%,0.3,3,0.6,-12,0%,-7%,10%
COc1cccc(C(=O)Cn2c(N3CCOCC3)nc3c2c(=O)n(C)c(=O)n3C)c1,2%,2%[2.29 µM],-0.4,5,-0.3,-1,0%,-7%,-8%[2.29 µM]
COc1ccc(/C=C/c2nnc(NC(C)=O)s2)cc1,9%,22%[57.1 µM],1.3,3,1.7,4,?,-1%,26%[11.4 µM]
CN(Cc1c(F)cccc1Cl)C(=O)CNC(=O)c1ccc2c(c1)OCO2,2%,7%,-0.3,-3,-0.3,1,-4%,-25%,25%
COC(=O)C1(C)CC1(c1ccccc1)c1ccccc1 (configuration not stated),10%,-5%,-1.9,/,/,4,-4%,-23%,-3%
CCOC(=O)CNC(=O)CSc1nnc(NC(=O)c2ccc3c(c2)OCO3)s1,5%,1%,0.7,4,0.4,-2,12%,-11%,-12%
Cc1ccc(OCC(=O)N/N=C/c2cn[nH]c2-c2ccc(Cl)c(Cl)c2)cc1,11%,15%,0.6,-22,0.0,3,0%,-6%,35%
O=C1c2ccccc2C(Nc2ccc(S(=O)(=O)N3CCOCC3)cc2)N1c1ccccn1 (configuration not stated),1%,-2%[57.1 µM],-0.6,-5,-1.8,-2,?,2%,11%[57.1 µM]
Cn1c(N)c(S(=O)(=O)N2CCN(c3ccccc3Cl)CC2)c(=O)n(C)c1=O,4%,1%,0.3,-2,2.8,4,-2%,-2%,6%
COc1ccc(/C=C(/NC(=O)c2ccc(OC)cc2)C(=O)NCCc2c[nH]c3ccccc23)cc1,4%,-4%,0.1,-4,-1.5,3,7%,-17%,3%

Carrying on.
SMILES,IDH1 R132H inh,TrxR1 substrate,TRHR agonist,D2 antag,D2 ag,TRHR enhancer,Pin1 inhibitor,USP1-UAF1 inh,rTrxR1 inhibitor
Cc1ccc(C2=NN(C(=O)CCCC(=O)O)C(c3ccc4c(c3)OCO4)C2)cc1 (configuration not stated),6%,5%,0.7,0,-0.2,7,4%,-28%,14%
O=C(CCNS(=O)(=O)c1cccc2nsnc12)N1CC(=O)N(CCc2ccccc2)C(=O)C1,2%,3%[0.457 µM],-0.6,-9,-0.6,0,-4%,-9%,16%[0.457 µM]
CCN(CC)CCCNc1oc(-c2cccc(Cl)c2)nc1C#N,13%,222%[activator],2.9,/,/,-1,4%,-15%,-22%
NC(=O)c1ccc(NC(=O)c2ccc3c(c2)CCN3S(=O)(=O)c2ccccc2)cc1,-13%,4%,-0.1,-7,0.1,11,-1%,-24%,23%
COc1ccc2c(c1)CC=C1C2CCC2(C)C(=O)C(=NO)CC12 (configuration not stated),-6%,8%[57.1 µM],/,/,/,/,0%,-12%,18%[57.1 µM]
Cc1cc(Cl)ccc1OCC(=O)N1CCC(c2nc3ccccc3s2)CC1,12%,-1%,0.7,/,/,1,14%,-20%,27%
O=C(CNC(=O)N1CC(=O)Nc2ccccc21)Nc1ccccc1,-9%,4%,-0.2,0,-0.1,6,-5%,-2%,9%
COc1ccc(C(=O)NCCNc2ccc([N+](=O)[O-])cc2)cc1,0%,-14%,-1.9,15,-0.7,0,8%,1%,-11%
CC(NC(=O)CCc1c[nH]c2ccccc12)c1ccccc1 (configuration not stated),-2%,7%,-0.4,6,-0.4,2,-7%,-19%,27%

Profiles from above.
`O=C(CCNS(=O)(=O)c1cccc2nsnc12)N1CC(=O)N(CCc2ccccc2)C(=O)C1` is listed with IDH1 R132H inh: 2%; TrxR1 substrate: 3%[0.457 µM]; TRHR agonist: -0.6; D2 antag: -9; D2 ag: -0.6; TRHR enhancer: 0; Pin1 inhibitor: -4%; USP1-UAF1 inh: -9%; rTrxR1 inhibitor: 16%[0.457 µM]
`Cc1cc(Cl)ccc1OCC(=O)N1CCC(c2nc3ccccc3s2)CC1` is listed with IDH1 R132H inh: 12%; TrxR1 substrate: -1%; TRHR agonist: 0.7; D2 antag: /; D2 ag: /; TRHR enhancer: 1; Pin1 inhibitor: 14%; USP1-UAF1 inh: -20%; rTrxR1 inhibitor: 27%

Screening data from PubChem BioAssay.
